TcdB inh: TcdB glycohydrolase inhibitors, primary screen, biochemical, single point, plate reader | TcdB glycohydrolase enzymatic assay | inhibition, % at 9.99 µM | actives 0.24% (n = 350,000); in the data active = inhibition above about 10%
* hit, by the source's call.

SMILES	TcdB inh
COc1ccc(NC(=O)Nc2ccc3c(c2)CC(=O)N([C@H](C)CO)C[C@@H](C)[C@@H](CN(C)S(C)(=O)=O)O3)cc1	-1.1
COCCNC(=O)C[C@@H]1C[C@H]2c3cc(N(C)C)ccc3O[C@H]2[C@H](CO)O1	-33
CO[C@H]1CN(C)C(=O)c2cc(NS(=O)(=O)c3ccccc3)ccc2OC[C@H](C)N(C(=O)NC(C)C)C[C@@H]1C	-1.8
C[C@@H]1CN([C@H](C)CO)C(=O)c2cc(NC(=O)NC3CCCCC3)ccc2O[C@@H]1CN(C)C(=O)Nc1ccc(C(F)(F)F)cc1	0.8
COc1ccc(S(=O)(=O)N(C)C[C@H]2OCCCC[C@H](C)Oc3ccc(NS(=O)(=O)c4c(C)noc4C)cc3C(=O)N([C@H](C)CO)C[C@H]2C)cc1	1.1
C[C@@H]1CN([C@@H](C)CO)C(=O)c2cc(NC(=O)Cc3cn(C)c4ccccc34)ccc2O[C@H]1CN(C)C(=O)NC1CCCCC1	-0.7
CO[C@@H]1CN(C)C(=O)c2ccc(NC(=O)C3CC3)cc2OC[C@H](C)N(CC2CCOCC2)C[C@@H]1C	-2.7
CC(C)NC(=O)N1[C@@H](CO)[C@H](c2ccccc2)C12CN(C(=O)c1ccccn1)C2	1.6
C[C@@H]1CN([C@@H](C)CO)C(=O)c2cc(/C=C/c3ccccc3)cnc2O[C@H]1CN(C)C(=O)Nc1ccc(C(F)(F)F)cc1	0.3
C[C@H](CO)N1C[C@H](C)[C@@H](CN(C)Cc2ccc(C(F)(F)F)cc2)Oc2ccc(NC(=O)Nc3ccc(F)cc3)cc2C1=O	-0.8
CCCC#Cc1cnc2c(c1)C(=O)N([C@@H](C)CO)C[C@H](C)[C@@H](CN(C)S(C)(=O)=O)O2	1.0
O=C(Nc1cccc(F)c1)N1CCCCN2[C@H](CO)[C@H](c3ccc(C#Cc4ccccc4)cc3)[C@H]2C1	1.3
CCNC(=O)[C@@H]1[C@@H](CO)[C@@H]2Cn3c(cccc3=O)[C@@H]2N1C(=O)CC1CC1	1.5
Cc1ccc(S(=O)(=O)NC[C@H]2CC[C@H]3[C@H](CN3Cc3cc(-c4ccccc4)on3)O2)cc1	0.2
O=C(C[C@H]1CC[C@H]2[C@@H](COC[C@H](O)CN2Cc2nccs2)O1)NCc1ccccc1F	-0.8
C[C@@H]1CCCCO[C@@H](CN(C)C(=O)NC2CCCCC2)[C@@H](C)CN([C@@H](C)CO)C(=O)c2cc(NC(=O)c3ccccc3)ccc2O1	0.9
C/C=C/c1ccc([C@H]2[C@@H](CO)N(C(C)=O)C23CN(C(=O)c2ccncc2)C3)cc1	1.0
COCC#Cc1ccc2c(c1)O[C@H](CN(C)Cc1cncnc1)[C@@H](C)CN([C@@H](C)CO)S2(=O)=O	0.7
CCC(=O)Nc1ccc2c(c1)C(=O)N(C)C[C@H](OC)[C@@H](C)CN(Cc1cccnc1)[C@@H](C)CO2	-0.5
CO[C@H]1CN(C)C(=O)c2cc(NC(=O)C3CC3)ccc2OC[C@H](C)N(CC2CCOCC2)C[C@H]1C	-6.0
COc1ccc(CN(C)C[C@H]2Oc3ccc(NS(=O)(=O)c4ccc(OC)cc4)cc3C(=O)N([C@@H](C)CO)C[C@@H]2C)cc1	-2.7
COCC(=O)Nc1ccc2c(c1)[C@@H]1C[C@@H](CC(=O)NCc3cccnc3)O[C@@H](CO)[C@@H]1O2	0.3
CC(C)NC(=O)N1CCCCN2[C@H](C1)[C@H](c1ccc(C#Cc3ccccc3F)cc1)[C@@H]2CO	-1.6
CC(=O)N1CCCCN2[C@H](C1)[C@H](c1ccc(-c3cccc(C)c3)cc1)[C@@H]2CO	-0.2
CO[C@@H]1CN(C)C(=O)c2cc(NS(=O)(=O)c3cccc(C)c3)ccc2OC[C@@H](C)N(C(=O)Cc2cccnc2)C[C@H]1C	-1.0
COc1ccc([Si](C)(C)[C@H]2[C@H](CCO)O[C@@]3(C(=O)N(Cc4cccc(NC(=O)[C@H](C)O)c4)c4ccccc43)[C@@H]2C)cc1	-1.3
CO[C@H]1CN(C)C(=O)c2ccc(NC(=O)C3CC3)cc2OC[C@H](C)N(C(=O)c2ccncc2)C[C@H]1C	0.0
C[C@H](CO)N1C[C@H](C)[C@H](CN(C)Cc2ccccc2)Oc2ccc(NC(=O)CCC(F)(F)F)cc2C1=O	0.3
Cc1noc(C)c1NC(=O)N(C)C[C@@H]1Oc2ccc(NC(=O)Nc3ccc4c(c3)OCO4)cc2C(=O)N([C@@H](C)CO)C[C@H]1C	-0.3
CCCNC(=O)N(C)C[C@@H]1Oc2cc(-c3ccccc3)ccc2S(=O)(=O)N([C@@H](C)CO)C[C@@H]1C	-0.3
C[C@H]1CN([C@@H](C)CO)C(=O)c2cc(NS(=O)(=O)c3ccccc3)ccc2O[C@H]1CN(C)CC1CCCCC1	-2.4
O=C(C[C@H]1C=C[C@@H](NC(=O)C2CC2)[C@@H](CO)O1)Nc1ccccc1	2.9
O=C(N[C@@H]1CC[C@H](CC(=O)N2CCCCC2)O[C@@H]1CO)c1ccc2c(c1)OCO2	0.7
C[C@@H]1CCCCO[C@@H](CN(C)C(=O)C2CCCCC2)[C@@H](C)CN([C@@H](C)CO)C(=O)c2cc(NC(=O)Nc3ccc(C(F)(F)F)cc3)ccc2O1	1.1
CNC[C@H]1OCCCC[C@@H](C)Oc2ccc(NC(=O)NC(C)C)cc2C(=O)N([C@H](C)CO)C[C@@H]1C	-1.6
CC(=O)N(C)C[C@@H]1Oc2ncc(-c3ccc(C(=O)N(C)C)cc3)cc2C(=O)N([C@H](C)CO)C[C@H]1C	2.0
CO[C@@H]1CN(C)C(=O)c2cc(NC(C)=O)ccc2OC[C@H](C)N(Cc2ccccc2C(=O)O)C[C@H]1C	0.5
CO[C@H]1CN(C)C(=O)c2cc(NS(=O)(=O)c3cn(C)cn3)ccc2OC[C@H](C)N(CCC(F)(F)F)C[C@H]1C	-0.2
O=C(C1CCOCC1)N1C[C@@H]2N[C@H](C1)C2c1ccc(-c2cccc(F)c2)cc1 (some centres undefined)	0.6
CN(C)CCCNC(=O)C[C@@H]1CC[C@H](NC(=O)Cc2cccnc2)[C@@H](CO)O1	1.2
C[C@H](CO)N1C[C@H](C)[C@H](CN(C)C(=O)Nc2ccc(C(F)(F)F)cc2)Oc2ccc(NC(=O)Nc3ccc4c(c3)OCO4)cc2CC1=O	1.1
COc1ccc(NC(=O)N(C)C[C@@H]2Oc3ccc(NS(=O)(=O)c4c(C)noc4C)cc3CC(=O)N([C@H](C)CO)C[C@H]2C)cc1	-0.1
C[C@H](CO)N1C[C@H](C)[C@H](CN(C)Cc2ccncc2)Oc2ccc(NC(=O)Nc3ccccc3)cc2CC1=O	1.1
COCC(=O)Nc1ccc2c(c1)OC[C@@H](C)N(C(=O)c1ccncc1)C[C@@H](C)[C@@H](OC)CN(C)C2=O	-0.3
CC(C)NC(=O)Nc1ccc2c(c1)C(=O)N([C@H](C)CO)C[C@H](C)[C@@H](CN(C)S(=O)(=O)c1cn(C)cn1)OCCCC[C@@H](C)O2	-0.9
Cc1ccc(S(=O)(=O)N(C)C[C@@H]2Oc3ncc(C#Cc4ccc(F)cc4)cc3C(=O)N([C@H](C)CO)C[C@@H]2C)cc1	1.4
Cc1noc(C)c1S(=O)(=O)N(C)C[C@@H]1Oc2ccc(NC(=O)CCCN(C)C)cc2CC(=O)N([C@@H](C)CO)C[C@H]1C	0.4
O=C(NCC[C@H]1CC[C@H](NS(=O)(=O)c2cccc(F)c2)[C@H](CO)O1)C1CCCC1	0.6
C[C@H](CO)N1C[C@H](C)[C@@H](CN(C)C(=O)c2ccncc2)Oc2ncc(/C=C/c3ccccc3)cc2C1=O	-0.6
C[C@@H](O)C#Cc1ccc([C@@H]2[C@H](CO)N3CCCCN(C(=O)Nc4ccccc4)C[C@@H]23)cc1	-0.5
CN(C)C(=O)c1ccc(-c2ccccc2[C@@H]2[C@@H](CO)N(C(=O)C3CCC3)[C@H]2C#N)cc1	0.4
CCCN1[C@@H]2c3ccc(-c4ccccc4OC)c(=O)n3C[C@@H]2[C@@H](CO)[C@@H]1C(=O)Nc1nccs1	0.9
O=C(Nc1ccc2c(c1)[C@H]1C[C@@H](CC(=O)N3CCc4ccccc4C3)O[C@H](CO)[C@H]1O2)c1ccc2c(c1)OCO2	0.6
C[C@@H]1CCCCO[C@@H](CN(C)Cc2ccncc2)[C@H](C)CN([C@H](C)CO)C(=O)c2cc(NS(=O)(=O)c3ccc(Cl)cc3)ccc2O1	-0.1
CC(C)NC(=O)N(C)C[C@@H]1OCCCC[C@@H](C)Oc2ccc(NC(=O)Nc3cccc4ccccc34)cc2C(=O)N([C@@H](C)CO)C[C@@H]1C	-7.0
O=C(C[C@@H]1C[C@H]2c3cc(NC(=O)Nc4ccc(C(F)(F)F)cc4)ccc3O[C@H]2[C@@H](CO)O1)NCc1ccc2c(c1)OCO2	-1.2
C[C@@H]1CN([C@H](C)CO)C(=O)c2cc(C#CC3(O)CCCC3)cnc2O[C@@H]1CN(C)C(=O)C1CCC1	-0.4
COc1ccc(S(=O)(=O)Nc2ccc3c(c2)C(=O)N([C@H](C)CO)C[C@@H](C)[C@@H](CN(C)Cc2ccc(-c4ccccc4)cc2)O3)cc1	0.6
CCCN(C)C[C@H]1Oc2ncc(-c3ccccc3OC)cc2C(=O)N([C@@H](C)CO)C[C@H]1C	-1.7
O=C(C[C@H]1C[C@H]2c3cc(NC(=O)C4CCOCC4)ccc3O[C@H]2[C@@H](CO)O1)NCc1cccc(F)c1	-4.2

Three compounds from above, arranged by length of the SMILES, ascending.
SMILES	TcdB inh
CN(C)C(=O)c1ccc(-c2ccccc2[C@@H]2[C@@H](CO)N(C(=O)C3CCC3)[C@H]2C#N)cc1	0.4
CCCN1[C@@H]2c3ccc(-c4ccccc4OC)c(=O)n3C[C@@H]2[C@@H](CO)[C@@H]1C(=O)Nc1nccs1	0.9
Cc1ccc(S(=O)(=O)N(C)C[C@@H]2Oc3ncc(C#Cc4ccc(F)cc4)cc3C(=O)N([C@H](C)CO)C[C@@H]2C)cc1	1.4

Continuation.
SMILES	TcdB inh
O=C(Cc1ccccn1)N1CC(=O)N2[C@@H](CO)[C@H](c3ccc(-c4ccc(F)cc4)cc3)[C@@H]2C1	-0.7
CC(C)C#Cc1ccc([C@@H]2[C@@H](CO)N3C(=O)CN(S(=O)(=O)c4ccccc4)C[C@H]23)cc1	-0.3
CN1CCN(C(=O)C[C@H]2C[C@H]3c4cc(NS(C)(=O)=O)ccc4O[C@H]3[C@@H](CO)O2)CC1	0.3
COc1ccc2c3c([nH]c2c1)[C@@H](CO)N(S(=O)(=O)c1ccc(C)cc1)CC31CCN(Cc2nccs2)CC1	-1.8
O=C(Nc1cccc(F)c1)N1CC(=O)N2[C@H](C1)[C@@H](c1ccc(C#CCC3CCCC3)cc1)[C@@H]2CO	-5.7
CC(C)NC(=O)N(C)C[C@@H]1Oc2ncc(C#CC3CC3)cc2C(=O)N([C@H](C)CO)C[C@@H]1C	-0.3
CCN1[C@@H]2c3ccc(-c4cccc(OC)c4)c(=O)n3C[C@@H]2[C@@H](CO)[C@@H]1C(=O)N(C)C	-0.8
C[C@H]1CN([C@@H](C)CO)C(=O)c2cc(C#CC3CC3)cnc2O[C@H]1CN(C)S(=O)(=O)c1cccc(F)c1	0.3
CN(C)C(=O)c1ccc(-c2ccc([C@H]3[C@H](CO)N4C(=O)CN(C(=O)C5CCCC5)C[C@@H]34)cc2)cc1	-2.4
CC(=O)N(C)C[C@@H]1Oc2cc(C#CC3CCCCC3)ccc2S(=O)(=O)N([C@@H](C)CO)C[C@@H]1C	0.5
O=C(NCC1CC1)[C@H]1[C@H](CO)[C@H]2Cn3c(ccc(-c4cncnc4)c3=O)[C@H]2N1C(=O)NC1CCCC1	-0.6
O=C(N[C@@H]1CC[C@@H](CC(=O)N2CCc3ccccc3C2)O[C@H]1CO)C1CCC1	0.0
C[C@@H](O)C#Cc1ccc([C@@H]2[C@@H](CO)N3CCCCN(C(=O)c4ccc(F)cc4)C[C@H]23)cc1	0.7
O=C(C1CCCCC1)N1C[C@@H]2[C@H](c3ccccc31)[C@H](CO)N2Cc1ccccc1Cl	-0.8
COc1ccc(NC(=O)N[C@@H]2C=C[C@@H](CC(=O)NCc3ccccn3)O[C@@H]2CO)cc1	0.0
CN(C)C(=O)c1cccc(-c2cccc(-c3nc(C(=O)N4CCOCC4)cc4c3[C@@H](CCO)N([S@](=O)C(C)(C)C)C4)c2)c1	0.3
COc1ccc(CN(C)C[C@@H]2OCCCC[C@@H](C)Oc3ccc(NC(=O)NC(C)C)cc3C(=O)N([C@H](C)CO)C[C@@H]2C)cc1	-0.6
CC=Cc1ccc2n(c1=O)C[C@H]1[C@H](CO)[C@@H](C(=O)OC)N(CCc3ccccc3)[C@@H]21 (mixture of isomers)	0.0
COc1ccc2c3c([nH]c2c1)[C@@H](CO)N(C(=O)c1ccc(F)cc1)CC31CCN(C(=O)Nc2cccc(F)c2)CC1	-5.7
C[C@@H]1CN([C@H](C)CO)C(=O)c2cc(-c3ccc(C(=O)N(C)C)cc3)cnc2O[C@H]1CN(C)C(=O)c1cccnc1	0.3

In the list so far, eight have a CF3 group:
SMILES	TcdB inh
C[C@@H]1CN([C@H](C)CO)C(=O)c2cc(NC(=O)NC3CCCCC3)ccc2O[C@@H]1CN(C)C(=O)Nc1ccc(C(F)(F)F)cc1	0.8
C[C@@H]1CN([C@@H](C)CO)C(=O)c2cc(/C=C/c3ccccc3)cnc2O[C@H]1CN(C)C(=O)Nc1ccc(C(F)(F)F)cc1	0.3
C[C@H](CO)N1C[C@H](C)[C@@H](CN(C)Cc2ccc(C(F)(F)F)cc2)Oc2ccc(NC(=O)Nc3ccc(F)cc3)cc2C1=O	-0.8
C[C@H](CO)N1C[C@H](C)[C@H](CN(C)Cc2ccccc2)Oc2ccc(NC(=O)CCC(F)(F)F)cc2C1=O	0.3
C[C@@H]1CCCCO[C@@H](CN(C)C(=O)C2CCCCC2)[C@@H](C)CN([C@@H](C)CO)C(=O)c2cc(NC(=O)Nc3ccc(C(F)(F)F)cc3)ccc2O1	1.1
CO[C@H]1CN(C)C(=O)c2cc(NS(=O)(=O)c3cn(C)cn3)ccc2OC[C@H](C)N(CCC(F)(F)F)C[C@H]1C	-0.2
C[C@H](CO)N1C[C@H](C)[C@H](CN(C)C(=O)Nc2ccc(C(F)(F)F)cc2)Oc2ccc(NC(=O)Nc3ccc4c(c3)OCO4)cc2CC1=O	1.1
O=C(C[C@@H]1C[C@H]2c3cc(NC(=O)Nc4ccc(C(F)(F)F)cc4)ccc3O[C@H]2[C@@H](CO)O1)NCc1ccc2c(c1)OCO2	-1.2

Screening data: PubChem, Broad Institute

The list is partial; count on the stated rates, not on these rows.
